# Screening data from PubChem.
# HTR5A ag ctr = HTR5A agonists in luminescence cell assay, primary screen, counter-screen for OPRM1-OPRD1 heterodimer agonist project, full-deck HTS; 5-hydroxytryptamine receptor 5A (Homo sapiens), P47898; cell-based; activation, % at 9.3 µM; 340,000 compounds, 0.61% hits; AID 504692, 2011; in the data active = activation mostly above about 9.5%, no sharp cut-off; inactive = mostly below about 7.6%;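 also: 0% = cells with vehicle only and 100% = reference agonist; strong numbers were not always called active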
# Target sequence (P47898 whole entry, looked up): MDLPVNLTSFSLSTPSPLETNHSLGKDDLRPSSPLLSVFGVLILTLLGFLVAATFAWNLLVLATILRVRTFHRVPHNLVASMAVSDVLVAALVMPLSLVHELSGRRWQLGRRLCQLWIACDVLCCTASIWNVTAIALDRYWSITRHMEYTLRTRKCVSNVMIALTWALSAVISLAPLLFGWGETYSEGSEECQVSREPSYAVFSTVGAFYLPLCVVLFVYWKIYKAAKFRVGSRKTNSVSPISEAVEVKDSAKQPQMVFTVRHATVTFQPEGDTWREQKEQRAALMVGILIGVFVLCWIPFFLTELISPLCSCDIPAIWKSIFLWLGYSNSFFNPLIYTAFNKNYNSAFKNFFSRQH
# CAL-PDZ inh HTS = untagged CAL PDZ binding inhibitors, primary screen, biochemical, fluorescence polarization, HTS. purified CAL PDZ, TMR-peptide fluorescence polarization, 1 h. inhibition, % at 24.9 µM. Golgi-associated PDZ and coiled-coil motif-containing protein (Homo sapiens), Q9HD26. 300,000 compounds, 0.92% hits;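 active = mean inhibition of at least 30% with at least half of replicates also reaching 30%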;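 also: 0% = DMSO neutral control and 100% = excess unlabeled competitor peptide PRC23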
# cardiac RTF act = cardiac RTF calcium sensitivity activators, primary screen, biochemical, IANBD-TnC fluorescence, EC20 calcium; Troponin I, cardiac muscle (Homo sapiens) + Troponin T, cardiac muscle (Homo sapiens) + …; IANBD-labeled TnC RTF fluorescence at EC20 calcium; 0% EC20 calcium, 100% full calcium; activation, % at 7.2 µM; 340,000 compounds, 0.24% hits; AID 493008, 2010;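 active = activation above the mean over all tested compounds plus 3 SD, cut at about 30% in these data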;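 also: rise in fluorescence read as greater calcium sensitivity of cardiac thin filaments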
# OPRM1-OPRD1 ag = agonists of OPRM1-OPRD1 heterodimerization, primary screen, cell-based, luminescence. AID 504326, 2011. cells. Mu-type opioid receptor (Homo sapiens) + Delta-type opioid receptor (Homo sapiens), …. activation, % at 9.3 µM. 340,000 compounds, 0.3% hits; in the data active = activation above about 18%;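 also: 0% = vehicle-treated cells and 100% = reference agonist; values of inactives mirror those of a sister screen read the other way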
# V-ATPase pH = regulators of yeast V-ATPase proton pumping, primary screen, pHLuorin cytosolic pH fluorescence; S. cerevisiae; response, % at 10 µM; 350,000 compounds, 0.37% hits; AID 504577, 2011; in the data active = response mostly above about 7.3%, no sharp cut-off; inactive = mostly below about 5.4%; also: actives read high; inactives centre near 0; some compounds called inactive have numbers as strong as hits; reference of the scale not given here
# RTF Ca sens inh = cardiac RTF calcium sensitivity inhibitors, primary screen, biochemical, IANBD-TnC fluorescence, EC70 calcium; IANBD-labeled cardiac RTF, Ca2+ fluorescence; 340,000 compounds, 0.12% hits; AID 493244, 2011; Troponin I, cardiac muscle (Homo sapiens) + Troponin T, cardiac muscle (Homo sapiens) + …; inhibition, % at 7.15 µM;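 active = inhibition above the mean inhibition of all tested compounds plus 3 SD, cut at about 17% in these data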;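 also: assay run at fixed EC70 calcium of 1.6 mM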
# Keap1 Nrf2 FP = Keap1-Nrf2 protein-protein interaction inhibitors, primary screen, biochemical, fluorescence polarization, single point | Kelch-like ECH-associated protein 1 (Homo sapiens), Q14145 | inhibition, % at 9.4 µM | 340,000 compounds, 0.15% hits | Keap1 Kelch-Nrf2 peptide fluorescence polarization, 1536-well; in the data active = inhibition above about 12%;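 also: human Keap1 Kelch domain with fluorescein labeled Nrf2 9mer peptide probe; 0% = neutral control wells and 100% = peptide positive control; higher means more block of Keap1 binding to Nrf2 peptide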
# Target sequence (Q14145 whole entry, looked up, the tested form may be a part): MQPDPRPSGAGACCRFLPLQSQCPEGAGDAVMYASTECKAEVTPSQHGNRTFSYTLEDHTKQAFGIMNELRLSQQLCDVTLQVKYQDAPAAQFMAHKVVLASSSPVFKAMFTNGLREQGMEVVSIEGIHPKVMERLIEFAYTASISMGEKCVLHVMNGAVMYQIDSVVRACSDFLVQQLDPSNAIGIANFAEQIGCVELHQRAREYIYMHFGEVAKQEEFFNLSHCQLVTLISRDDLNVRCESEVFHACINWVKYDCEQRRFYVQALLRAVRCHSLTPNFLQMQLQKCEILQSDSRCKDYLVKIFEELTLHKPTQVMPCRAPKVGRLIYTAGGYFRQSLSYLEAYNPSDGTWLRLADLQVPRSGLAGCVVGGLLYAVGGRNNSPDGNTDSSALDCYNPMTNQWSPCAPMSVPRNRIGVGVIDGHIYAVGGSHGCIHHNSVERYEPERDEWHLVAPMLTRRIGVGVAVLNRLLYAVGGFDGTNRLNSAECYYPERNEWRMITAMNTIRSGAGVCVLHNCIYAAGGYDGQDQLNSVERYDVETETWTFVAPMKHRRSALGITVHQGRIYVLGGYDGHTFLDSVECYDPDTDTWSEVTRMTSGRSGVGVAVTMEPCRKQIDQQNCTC
# MOR-DOR inv ag = inverse agonists of MOR-DOR heterodimerization, primary screen, cell-based, luminescence; Mu-type opioid receptor (Homo sapiens) + Delta-type opioid receptor (Homo sapiens), …; cell-based MOR-DOR heterodimer luminescence, inverse agonism; inhibition, % at 9.3 µM; 340,000 compounds, 0.21% hits; AID 504357, 2011; in the data active = inhibition above about 22%, passing the limit was not always enough;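 also: 0% = cells with DMSO and 100% = wells without cells with DMSO; values of inactives mirror those of a sister screen read the other way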
# HTR5A inv ag = HTR5A inverse agonists in luminescence cell assay, primary screen, counter-screen for OPRM1-OPRD1 heterodimer inverse agonist project, full-deck HTS | inhibition, % at 9.3 µM | 340,000 compounds, 0.083% hits | HTR5A cell line, inverse agonism; in the data active = inhibition mostly above about 23%, no sharp cut-off; inactive = mostly below about 18%;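 also: 0% = cells with DMSO and 100% = no-cell wells with DMSO; some compounds called inactive have numbers as strong as hits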
# C-LANA FP = inhibitors of KSHV C-LANA binding to DNA, primary screen, biochemical, fluorescence polarization, FAM-LBS DNA, MBP-C-LANA, single point; Kaposi's sarcoma herpesvirus LANA C-terminal domain (residues 932-1162) DNA binding; 340,000 compounds, 0.078% hits; inhibition, % at 9 µM; AID 504423, 2011;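 active = highest replicate inhibition at or above 60% at 9 µM, even if other replicates fall short; inactive = all replicates below 60% inhibition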;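 also: 0% = neutral control wells and 100% = 4 µM acridine orange control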
# An asterisk follows results filed as active; / = no result given. Not a hit list; any-hit rate near 2.8%.
SMILES,HTR5A ag ctr,CAL-PDZ inh HTS,cardiac RTF act,OPRM1-OPRD1 ag,V-ATPase pH,RTF Ca sens inh,Keap1 Nrf2 FP,MOR-DOR inv ag,HTR5A inv ag,C-LANA FP
Cc1ccc(C)c(NC(=O)CCc2c(C)nn(-c3ccc(N4CCCCC4)nn3)c2C)c1,5,-2,-9,-2.2,3,-4,7,12,-18,0.6
Cc1ccc(-c2cn(-c3ccccc3)c(SCC(N)=O)n2)cc1C,6,1,1,-3.2,-2,-1,-2,17,2,-1.0
COc1cccc(Oc2ccc(C(F)(F)F)cc2NC(=O)CCc2nc3ccccc3c(=O)[nH]2)c1,1,-8,0,8.3,-2,-3,-3,-45,-11,-0.4
O=C(NNC(=O)c1ccncc1)Nc1ccc(N=Nc2ccccc2)cc1,-2,-2,0,-2.0,-39,-9,0,10,9,3.1
COC(=O)c1cc(=O)nc2scc(C)n12,-4,/,1,-1.3,0,1,-6,7,-12,0.2
Cc1nnc(C)n1/N=C/c1ccc(-c2ccccc2Cl)o1,0,1,-6,1.4,-5,3,-8,-9,5,-1.2
C[C@@H]1CN([C@H](C)CO)C(=O)c2cccc(NS(=O)(=O)c3cccs3)c2O[C@H]1CN(C)Cc1ccccc1,4,-2,2,-0.6,2,3,-2,3,-38,0.3
Cc1nnc(SCC(=O)Nc2ccc(N3CCOCC3)cc2)o1,6,3,-5,-2.7,-3,4,-6,16,3,0.1
Cn1cnc(C(=O)NCc2ccccc2)c1C(=O)NCc1ccccc1,-2,1,-7,-0.2,-2,3,1,1,5,-0.2
O=C(O)C(Cc1ccc(O)c([N+](=O)[O-])c1)N1C(=O)c2ccccc2C1=O (configuration not stated),2,-8,-3,-3.2,-4,-1,-4,17,-7,-0.9
O=C(Nc1ccc(Cl)cc1Cl)c1csc(-c2cccnc2)n1,2,/,4,-3.1,6,-6,1,16,-6,-0.6
C=CCNC(=O)C1CC(c2cccc(OC)c2)=NO1 (configuration not stated),5,-1,0,-2.2,4,3,-3,12,16,-1.0
CSc1nn2c(C(F)(F)F)cc(C(F)(F)F)nc2c1C(=O)O,-3,-7,5,-3.0,1,-8,-6,16,-3,-0.1
ON=C1/C(=N\O)CC2(C/C1=N/O)OCCO2,4,1,-8,-1.6,0,0,3,9,9,12
COc1ccccc1CNC(=O)c1ccc2c(=O)n(CCCN3CCCC3=O)c(=S)[nH]c2c1,-6,11,0,-3.6,-1,-6,-2,18,7,0.8

# Among those listed so far, these contain an aryl thioether with sulfur outside any ring:
SMILES,HTR5A ag ctr,CAL-PDZ inh HTS,cardiac RTF act,OPRM1-OPRD1 ag,V-ATPase pH,RTF Ca sens inh,Keap1 Nrf2 FP,MOR-DOR inv ag,HTR5A inv ag,C-LANA FP
Cc1ccc(-c2cn(-c3ccccc3)c(SCC(N)=O)n2)cc1C,6,1,1,-3.2,-2,-1,-2,17,2,-1.0
Cc1nnc(SCC(=O)Nc2ccc(N3CCOCC3)cc2)o1,6,3,-5,-2.7,-3,4,-6,16,3,0.1
CSc1nn2c(C(F)(F)F)cc(C(F)(F)F)nc2c1C(=O)O,-3,-7,5,-3.0,1,-8,-6,16,-3,-0.1

# More records follow.
SMILES,HTR5A ag ctr,CAL-PDZ inh HTS,cardiac RTF act,OPRM1-OPRD1 ag,V-ATPase pH,RTF Ca sens inh,Keap1 Nrf2 FP,MOR-DOR inv ag,HTR5A inv ag,C-LANA FP
Cc1ncc(CN2CCC(CO)(CCc3ccccc3)CC2)s1,-2,-1,0,18,6,1,1,-92,-23,-2.6
CSCC(C)N1CCC(n2nccc2NC(=O)CCCc2ccccc2)CC1 (configuration not stated),-4,0,19,-1.1,-2,-22,3,6,16,24
Cc1ccc(OCC(O)CN2CCCC2)cc1 (configuration not stated),3,-11,2,-3.0,3,-5,-3,14,-12,0.9
COc1ccc(/C=N/NC(=O)c2ccc(F)cc2)cc1CN1CCc2cc(OC)c(OC)cc2C1C (configuration not stated),5,-5,1,-1.7,-1,1,/,8,-14,/
CC(C)CCNC(=O)COc1ccc2c(c1)C(=O)CC(C)(C)O2,7,1,9,-0.4,7,15,-4,3,14,1.9
O=C1CC(SC(=Nc2ccccc2)Nc2ccccc2)C(=O)N1c1cccc(Cl)c1 (configuration not stated),-3,-1,5,9.0,-1,-16,0,-51,15,-1.4
O=C(Nc1ccccc1C(=O)NCc1ccccc1)c1ccccc1,-3,-2,-4,2.6,12,-8,-2,-14,13,0.2
CC1CCN(C(=O)COC(=O)c2n[nH]c3ccccc23)CC1,2,-1,-3,-0.9,-1,-9,-3,5,-6,-0.5
O=C(NCCOC(=O)c1cccs1)c1cccnc1,4,-3,4,-1.3,-4,2,-4,7,-15,-1.4
O=C1NC(=O)C(c2ccc(F)cc2)N1 (configuration not stated),-1,1,5,-1.6,-1,0,-4,9,3,-0.6
CCOc1ccc(N(CC(=O)Nc2ccccc2C)S(=O)(=O)c2c(C)[nH]c(=O)[nH]c2=O)cc1,-2,-6,-2,0.3,1,5,-1,-2,-6,-0.4
Oc1[nH]c2ccccc2c1C1=NCCCCC1,-3,-4,-4,-2.8,-1,-5,2,13,-14,-1.3
COc1ccc(C(=O)CSc2nnc(-c3ccco3)n2CC2CCCO2)cc1 (configuration not stated),-3,-2,5,-2.7,10,-7,0,15,-8,-0.9
C=CCNc1nc(C(=O)OCC(=O)c2cccc(Br)c2)cs1,2,-1,-4,-4.7,-10,-7,-5,19,-5,-0.7
O=C(NNc1c(Cl)cc(Cl)cc1Cl)c1cccc([N+](=O)[O-])c1,0,-4,1,3.0,1,-13,-6,-16,1,1.4

# For convenience, two of the compounds above:
SMILES,HTR5A ag ctr,CAL-PDZ inh HTS,cardiac RTF act,OPRM1-OPRD1 ag,V-ATPase pH,RTF Ca sens inh,Keap1 Nrf2 FP,MOR-DOR inv ag,HTR5A inv ag,C-LANA FP
O=C(NCCOC(=O)c1cccs1)c1cccnc1,4,-3,4,-1.3,-4,2,-4,7,-15,-1.4
O=C1NC(=O)C(c2ccc(F)cc2)N1 (configuration not stated),-1,1,5,-1.6,-1,0,-4,9,3,-0.6

# Remaining list, next part:
SMILES,HTR5A ag ctr,CAL-PDZ inh HTS,cardiac RTF act,OPRM1-OPRD1 ag,V-ATPase pH,RTF Ca sens inh,Keap1 Nrf2 FP,MOR-DOR inv ag,HTR5A inv ag,C-LANA FP
CCOc1ccc(NC(=O)c2ccc(NS(=O)(=O)c3cccs3)cc2)cc1,3,-6,-2,-2.4,0,3,-4,16,-10,-0.1
Cn1c(=O)oc2cc(S(=O)(=O)NCc3ccccc3)ccc21,4,0,-4,-2.5,1,-7,-7,14,-5,1.5
COCCNS(=O)(=O)c1ccc(Cl)c(C(=O)NC2CCN(Cc3ccccc3)CC2)c1,-1,-4,-3,-1.8,0,-7,-4,10,2,1.6
COc1ccccc1N1C(=O)CCC1(C#N)c1ccccc1 (configuration not stated),0,-4,1,-2.2,0,-6,2,11,-7,0.0
CC(Cc1ccccc1)NC(=O)CC(c1ccccc1)c1ccccc1O (configuration not stated),-2,-1,-6,-2.3,2,-2,2,11,6,-0.5
Cc1cc(F)c(F)c(C(=O)N2CCCCC2C)c1Cl (configuration not stated),0,-3,2,-0.9,2,-6,/,4,0,/
CC(C)(C)C(=O)[C@H]1[C@H](c2ccccc2)[C@@]2(N=C(c3ccccc3)OC2=O)C2c3ccccc3C=NN21 (some centres not stated),-2,-1,0,3.0,7,-3,-5,-15,-3,-0.4
C=CCOc1ccc(Br)cc1CNC(C)(C)C,10,16,0,-0.8,0,1,-4,4,-3,-0.4
COc1ccc(C(=O)N/N=C(\C)CC(=O)NC2CCCCC2)c(OC)c1,4,-6,4,-1.3,2,1,6,7,-5,15
CC(C(=O)Nc1ccccc1C(=O)N1CCOCC1)N(c1ccc(Cl)cc1)S(C)(=O)=O (configuration not stated),5,1,1,-2.3,-2,-4,-1,11,2,0.4
O=C(c1cc2ccccc2o1)N1CCN(S(=O)(=O)c2ccc(Cl)s2)CC1,3,/,-2,2.9,2,-13,-2,-12,-8,-1.2
CCOC(=O)CC(NC(=O)Cc1ccc(F)cc1)c1ccccc1Cl (configuration not stated),0,0,-2,0.9,-4,-6,7,-5,0,-0.7
C=CCN1C(=O)c2ccc(C(=O)N(CCOC)c3c(N)n(CCCC)c(=O)[nH]c3=O)cc2C1=O,-1,5,7,-4.0,1,-12,-1,21,3,0.5
COc1cc2c(cc1OC)CN(CC(=O)Nc1ccc(F)cc1)C(C(=O)O)C2 (configuration not stated),2,-10,-5,-3.8,-2,-16,0,18,-6,-1.1
CCc1cc(-c2n[nH]c(C)c2-c2nc3ccccc3n2C)c(O)cc1O,/,5,/,/,-1,/,-4,/,/,-0.1
CS(=O)(=O)c1nc(-c2ccc(Br)cc2)cc(-c2ccccc2)c1C#N,5,0,2,2.1,-7,0,0,-11,-6,1.8
COc1ccc(NC(=O)CCS(=O)(=O)c2ccc3c(c2)CCCN3C(C)=O)cc1,-2,13,1,-1.9,-3,-12,1,11,-22,2.7
CC1=C(C(=O)Nc2ccc(Cl)cc2)C(c2cccs2)n2nnnc2N1 (configuration not stated),0,/,0,0.4,-3,-6,2,-2,0,0.1
CC1(C)Cc2c(sc(NC(=O)C(=O)N3CCCC3)c2C(N)=O)CO1,-2,-2,7,-1.7,-2,-2,1,8,-36,1.5
CN(C)c1cc[n+](CC(=O)Nc2c(Cl)cc(Cl)cc2Cl)cc1,0,-6,9,2.4,-2,-19,-5,-14,-1,-1.1
NC(N)=N/N=C(\N=Nc1ccccc1)c1ccc(Cl)cc1,-4,-2,-4,3.0,3,-8,-4,-16,14,-1.6
COc1ccccc1C(CNC(=O)C1COc2ccccc2O1)N1CCCC1 (configuration not stated),3,/,3,-0.9,-1,-4,-6,4,-7,1.1

# Structures above containing a nitro group on carbon, in the order listed:
SMILES,HTR5A ag ctr,CAL-PDZ inh HTS,cardiac RTF act,OPRM1-OPRD1 ag,V-ATPase pH,RTF Ca sens inh,Keap1 Nrf2 FP,MOR-DOR inv ag,HTR5A inv ag,C-LANA FP
O=C(O)C(Cc1ccc(O)c([N+](=O)[O-])c1)N1C(=O)c2ccccc2C1=O (configuration not stated),2,-8,-3,-3.2,-4,-1,-4,17,-7,-0.9
O=C(NNc1c(Cl)cc(Cl)cc1Cl)c1cccc([N+](=O)[O-])c1,0,-4,1,3.0,1,-13,-6,-16,1,1.4
